Screens from PubChem BioAssay.
TEAD-YAP block: TEAD-YAP interaction inhibition, primary screen, TEAD-YAP interaction inhibitor project, luminescence, HEK-TIYL cells; 1.4% of 640,000 active; inhibition, % at 9.12 µM; TEAD-Gal4/YAP UAS-luciferase luminescence; in the data active = inhibition above about 32%;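 note: 0% = median of test compound wells and 100% = reference inhibitor wells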
FBW7 activator: FBW7 E3 ligase activators, primary screen, biochemical, AlphaScreen, human; AlphaScreen FBW7–phospho-cyclin E peptide binding, activator screen; normalized activity (activation), % at 26.1 µM; 0.13% of 650,000 active; in the data active = normalized activity above about 1.9%;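 note: purified mutant Fbw7 with reduced substrate affinity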
GPR151 activ: activators of human GPR151, primary screen, cell-based, PathHunter beta-arrestin, luminescence; G-protein coupled receptor 151 (Homo sapiens), Q8TDV0; PathHunter beta-arrestin GPR151 cells; AID 1508602, 2020; 1% of 650,000 active; activation, % at 11.2 µM; in the data active = activation above about 4.9%;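 note: 0% = median of compound wells and 100% = cells with positive control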
Target sequence (Q8TDV0 whole entry, looked up): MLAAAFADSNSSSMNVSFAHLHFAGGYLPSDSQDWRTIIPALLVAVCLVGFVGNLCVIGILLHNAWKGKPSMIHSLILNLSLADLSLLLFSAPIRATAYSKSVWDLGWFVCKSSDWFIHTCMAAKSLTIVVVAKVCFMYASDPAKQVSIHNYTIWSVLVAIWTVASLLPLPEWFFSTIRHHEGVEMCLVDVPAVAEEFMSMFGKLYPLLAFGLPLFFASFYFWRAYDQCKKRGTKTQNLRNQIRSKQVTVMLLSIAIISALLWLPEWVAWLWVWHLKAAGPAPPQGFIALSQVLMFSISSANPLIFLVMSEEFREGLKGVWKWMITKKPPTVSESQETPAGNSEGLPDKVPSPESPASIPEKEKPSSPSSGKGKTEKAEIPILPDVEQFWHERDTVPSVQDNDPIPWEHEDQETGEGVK
MITF inh: MITF inhibitors, primary screen, biochemical, AlphaScreen, human | Microphthalmia-associated transcription factor (Homo sapiens), O75030 | AlphaScreen MITF homodimerization, bead proximity signal | inhibition, % at 2.6 µM | 0.91% of 650,000 active; in the data active = inhibition above about 50%;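 note: 0% = vehicle wells with protein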
Target sequence (O75030 whole entry, looked up): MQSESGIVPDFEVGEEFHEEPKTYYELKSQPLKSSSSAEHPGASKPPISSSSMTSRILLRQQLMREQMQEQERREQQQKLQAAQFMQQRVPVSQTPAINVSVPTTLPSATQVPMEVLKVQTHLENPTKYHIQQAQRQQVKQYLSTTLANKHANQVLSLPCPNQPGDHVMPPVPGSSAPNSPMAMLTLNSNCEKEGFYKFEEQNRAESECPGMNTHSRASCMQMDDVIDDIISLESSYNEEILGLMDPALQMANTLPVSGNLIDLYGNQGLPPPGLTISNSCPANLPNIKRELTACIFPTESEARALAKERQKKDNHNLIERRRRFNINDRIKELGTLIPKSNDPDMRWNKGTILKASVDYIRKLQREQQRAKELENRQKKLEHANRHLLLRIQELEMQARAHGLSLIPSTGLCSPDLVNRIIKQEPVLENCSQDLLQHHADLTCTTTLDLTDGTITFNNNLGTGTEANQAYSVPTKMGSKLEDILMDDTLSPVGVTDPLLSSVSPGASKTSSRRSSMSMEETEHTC
Numbers without * were called inactive; · = not tested or not shown; & = joins results of further samples.

Molecule	TEAD-YAP block	FBW7 activator	GPR151 activ	MITF inh
COc1ccc(CCN2C(=O)CC(C(=O)Nc3ccc(C(=O)O)cc3)SC2=Nc2ccc(F)cc2)cc1OC (configuration not stated)	-2	-0.1	0.0	-12
C=CCOc1ccc(C(=O)N2CCc3ccccc32)cc1	-23	1.2	0.6	7
Cc1ccc(S(=O)(=O)NCC(=O)OC2CCOC2=O)cc1 (configuration not stated)	-2	0.1	0.8	17
O=C(N/C(=C/c1cccc(Oc2ccccc2)c1)C(=O)N1CCCCC1)c1ccccc1	-6	0.1	0.6	19
CCOc1ccc(/C=C2/C(=O)N(c3ccc(S(N)(=O)=O)cc3)N=C2C)cc1	5	-0.4	1.1	8
O=C(NCCN1CCOCC1)c1cccc(-n2ncc3cc(Nc4ccccc4)cnc32)c1	5	0.1	-0.9	-12
O=C(Nc1ccnn1C1CCN(C(=O)c2ccccc2-n2cccn2)CC1)C1CC1	-8	-0.1	-0.1	-2
COCCOC(=O)c1ccc(NC(=O)COc2ccccc2C(C)(C)C)cc1	2	0.3	-1.7	10
CC(C)(C)CC[n+]1ccc(C(N)=O)cc1	-3	0.0	-1.7	3
COc1ccc(-n2nc(C(=O)NCC(=O)NCC3COc4ccccc4O3)c3ccccc3c2=O)c(OC)c1 (configuration not stated)	-2	0.1	-1.3	15
N#C/C(=C\c1ccc(-c2cc(Cl)ccc2Cl)o1)C(=O)Nc1cccc2ncccc12	·	·	5.7*	-1
Cc1ccc(NC(=O)N[C@H]2C[C@H]3C(=O)N[C@@H](CCCCN)C(=O)N3C2)cc1Cl	10	-0.4	0.7	6
COc1ccccc1CNC(=O)CC(NS(=O)(=O)c1ccc(Br)cc1)c1ccco1 (configuration not stated)	12	0.1	-0.1	0
CCC(C)(C)NC(=O)CCCc1nc2ccccc2c(=O)[nH]1	7	-0.2	0.3	-9
CCc1ccc2nc(N(CCCN3CCOCC3)C(=O)CSc3ccc(OC)cc3)sc2c1	-13	-0.3	1.9	8
Cc1ccc(C2CC(c3cccs3)=NN2C(=O)CSc2nnc(CNC(=O)c3ccccc3)n2-c2ccc([N+](=O)[O-])cc2)cc1 (configuration not stated)	23	0.2	-1.2	8
COCCCC/C(=N\OCCN)c1ccc(C(F)(F)F)cc1	-2&-10&2	0.1&-0.1&0.0&0.1&0.8	0.0&1.1&-0.4&-1.1&-0.5	-3&2&8&-3&19
CC1CN(c2oc(COc3ccc(Cl)cc3Cl)nc2C#N)CC(C)O1 (configuration not stated)	-2	0.1	-0.8	28
COC(=O)c1cnn2c1NC(c1ccccc1)CC2C(F)(F)F (configuration not stated)	5	0.0	2.9	3
O=C(NC(=S)NC1CCC(O)CC1)c1ccco1 (configuration not stated)	-8	0.2	0.5	-20
CCCC(c1nnnn1CCOC)N1CCN(c2nc3ccccc3s2)CC1 (configuration not stated)	7	0.1	0.0	1
NC(=O)c1c(NC(NC(=O)c2cccc(Cl)c2)(C(F)(F)F)C(F)(F)F)sc2c1CCCC2	9	0.2	-0.1	2
COC(=O)c1nn(Cc2ccccc2)c(=O)c2ccccc12	-10	0.1	2.2	10
O=C(c1nn2c(C(F)(F)F)cc(-c3cc(Br)cs3)nc2c1Br)N1CCOCC1	-5	-0.1	-1.6	-7
O=C(Nc1ccccc1)c1cnc(Nc2ccc(N3CCOCC3)cc2)s1	-25	0.0	2.5	6
COc1ccc2c(c1)cc(C)c1nn(CC(=O)N3CCC(C(N)=O)CC3)c(=O)n12	5	0.0	-1.1	-6
C=CCN1C(=O)S/C(=C/c2cn(CC(=O)O)c3ccccc23)C1=O	-6	-0.3	-0.8	-1
CCSc1nc2c(c(=O)n1-c1ccc(OC)cc1)C1(CCCC1)Cc1ccccc1-2	-5	0.0	0.6	4
O=C(Nc1ccc(N2CCCCC2)cc1)C(Cl)(Cl)Cl	-37	0.0	0.0	13
COc1ccc(/C=C2/N=C(c3ccc(Cl)c(Cl)c3)OC2=O)cc1OC(C)=O	2	0.0	0.7	-3
CSC1=C(C#N)C(c2ccccc2Cl)C(C(=O)Nc2ccccc2)=C(C)N1 (configuration not stated)	6	0.1	0.1	5
O=C1C2OCC(O2)[C@@H]2[C@@H]1[C@@H]1C=Cc3ccccc3N1[C@@H]2C(=O)c1ccccc1 (some centres not stated)	12	0.0	-0.5	3
C=CCNC(=O)c1ccc2c(=O)n(Cc3ccccc3OC)c(=S)[nH]c2c1	-3	0.0	-0.3	2
CC(=O)c1ccc(Sc2nnc(N)s2)c([N+](=O)[O-])c1	-9	-0.4	0.1	-13
COc1ccc(NC(=O)C(c2ccc(OC)cc2)N2CCOCC2)cc1 (configuration not stated)	-3	0.0	0.9	0
Cn1nccc1Nc1ncc(C(=O)NC2CC2)s1	-1	-0.2	-0.1	-9
O=C1CCCC2=C1C(c1cccc(O)c1)n1nc(-c3cccc(Cl)c3)nc1N2 (configuration not stated)	-10	-0.1	1.6	0
COc1ccccc1NC(=O)C1C2NC(=S)NC1(C)Oc1c(OC)cccc12 (configuration not stated)	-3	-0.1	-0.2	9
COc1ccc(CC(=O)Nc2ccc(-c3nc4cccnc4s3)cc2)cc1	-26	-0.1	1.5	-1
CCN(CC)CCN=Cc1c(O)[nH]c2ccccc12	-4	-0.1	-0.3	-7
CCOCCn1c(=O)c2c(nc3n(-c4cccc(Cl)c4C)c(C)cn23)n(C)c1=O	2	0.6	-2.2	-2
O=C(O)c1cc([N+](=O)[O-])c(NCCC2=CCCCC2)c([N+](=O)[O-])c1	0	0.8	-0.8	-7
NC(=O)C1CCN(c2ccc(N3C(=O)C4C5C=CC(C5)C4C3=O)cc2[N+](=O)[O-])CC1 (configuration not stated)	-14	-0.1	0.3	9
O=C(O)CCC(=O)Nc1ccc(Nc2ccc([N+](=O)[O-])cc2[N+](=O)[O-])cc1	-5	-0.1	2.0	12
O=c1[nH]c(CNCc2ccco2)nc2sc3c(c12)CCC3	1	-0.1	-0.3	7
CN(CCc1ccccn1)C(=O)c1cc(COc2ccc(F)cc2F)on1	10	-0.1	1.2	6
C/C(CC(=O)N1CCCC1)=N\NC(=O)COc1ccc(C)cc1Br	6	0.0	-0.4	-4
CCN(CC)C(=O)Cn1c(=O)n(Cc2ccco2)c2ncccc21	-14	-0.1	-1.4	-2
O=c1oc2ccc(Cl)cc2cc1-c1cn2ccccc2n1	-59	0.1	-0.2	-2
CC1CC(N(C(=O)c2cccc(Br)c2)c2ccccc2)c2ccccc2N1C(=O)c1cccc(Br)c1 (configuration not stated)	3	-0.1	-1.6	12

(continued)
Molecule	TEAD-YAP block	FBW7 activator	GPR151 activ	MITF inh
O=C(O)CN(Cc1ccc(Cl)cc1)S(=O)(=O)c1ccc(Br)cc1	-2	0.7	-0.2	14
Nn1c(C2COc3ccccc3O2)n[nH]c1=S (configuration not stated)	0	-0.6	1.6	-4
Cc1nn(-c2ccccc2)c(C)c1N1C(=O)c2cccc3cc([N+](=O)[O-])cc(c23)C1=O	3	0.0	0.3	13
COC(=O)CN(c1ccc(C)cc1)S(=O)(=O)c1ccc(Cl)cc1	7	0.1	0.7	3
Cc1n[nH]c(=O)nc1N1CCN(c2ccccc2)CC1	-4	1.5	-6.9	16
c1ccc(COc2ccccc2OCCCCNCCN2CCOCC2)cc1	-10	-0.1	0.0	-10
O=c1[nH]c(CN2CCN(S(=O)(=O)c3cccs3)CC2)nc2cc(Cl)ccc12	1	-0.1	0.4	3
COc1ccc(C2(C)NC(=O)N(CC(=O)N3CCc4ccccc43)C2=O)cc1 (configuration not stated)	7	-0.1	1.6	-4
Cc1cc(C)c(NC(=O)C(=O)NCCCOC(C)C)c(C)c1	-3	-0.1	1.5	-4
Cc1ccc(NC(=O)C2C3C=CC4(O3)C2C(=O)N(C2CCCCC2C)C4C(=O)NC2CCCCC2)cc1Cl (configuration not stated)	-1	-0.2	0.6	4

Single records, from the list above.
Cc1n[nH]c(=O)nc1N1CCN(c2ccccc2)CC1 is listed as TEAD-YAP block: -4; FBW7 activator: 1.5; GPR151 activ: -6.9; MITF inh: 16
O=C(O)CN(Cc1ccc(Cl)cc1)S(=O)(=O)c1ccc(Br)cc1 is listed as TEAD-YAP block: -2; FBW7 activator: 0.7; GPR151 activ: -0.2; MITF inh: 14

(more compounds)
Values run as follows: TEAD-YAP block, FBW7 activator, GPR151 activ, MITF inh
- CCN(CCN(C)C)C1CCN(c2cccc(NC(=O)c3ccccc3OC)c2)CC1
  3, -0.6, 0.2, -36
- CCn1c2ccccc2c2cc(NC(=O)COc3ccc(OC)cc3)ccc21
  11, 0.0, 0.3, -13
- Cc1cc(C)n(CC(=O)NNC(=O)CSc2nnc(-c3ccc(Cl)cc3)o2)n1
  8, 0.0, -0.1, 4
- COc1ccc(Cl)cc1Nc1ncnc2c1cnn2-c1cccc(C)c1
  24, -0.1, 0.7, 14
- Cc1ccccc1NC(=S)N(CCCN1CCCC1)Cc1ccco1
  2, -0.1, 1.5, -2
- O=C(CCNS(=O)(=O)c1ccc(Br)cc1)NCc1ccccn1
  7, -0.1, -0.3, 21
- COc1cc2c(cc1OC)C(c1cc([N+](=O)[O-])ccc1Cl)CC(=O)N2 (configuration not stated)
  -3, -0.1, 0.4, -10
- Cc1cccn2c(=O)cc(CCl)nc12
  -1, 0.2, -0.9, 15
- COc1cc(CNc2ccc(F)c(Cl)c2)cc(OC)c1O
  3, -0.3, 0.3, 2
- Cc1[nH]n(-c2ccccc2)c(=O)c1/C=N/N1C(=O)c2ccccc2C1=O
  -10, -0.3, 1.2, -4
- COC(=O)Cn1c(O)c(N=NC(=O)c2ccc3c(c2)OCO3)c2ccccc21
  -5, 0.2, -1.0, 6
- OCCNc1nccn2c(-c3ccc4ccccc4c3)cnc12
  -51, 0.2, 1.1, 14
- COC(=O)c1c(NC(=O)c2ccc(Cl)c([N+](=O)[O-])c2)sc2c1CCC2
  2, -0.1, 0.1, -2
- C[C@@H]1CN(C(=O)c2nc3ccc(Cl)cn3c2CNCCc2cn[nH]c2)C[C@H](C)O1
  9, 0.0, 0.3, 8
- O=C(c1ccc(CS(=O)c2ccccc2)o1)N1CCN(c2ccccn2)CC1 (configuration not stated)
  2, 0.2, 1.7, -5
- COc1cc(OC)c([N+](=O)[O-])cc1/C=C(/C#N)c1ccc(C#N)cc1
  8, -0.4, 3.6, -13
- COc1ccc(-n2nc3cc(C)c(NC(=O)c4ccc(OC)c(OC)c4)cc3n2)cc1
  -51, -0.1, -0.4, -8
- CC(=O)Nc1ccc(I)c(C)n1
  8, 0.1, 1.4, 17
- O=C(Nc1ccc(Cc2ccncc2)cc1)c1ccc2ccccc2n1
  1, 0.1, -1.9, 6
- C/C=C/Cn1c(N/N=C(\C)c2ccc(O)cc2)nc2c1c(=O)[nH]c(=O)n2C
  3, 0.8, -1.0, 10
- Cc1ccccc1CNC(=O)Cn1cc(NC(=O)CCOc2ccccc2)cn1
  6, 0.2, 0.4, 1
- CS(=O)(=O)N1CCN(Cc2ccco2)CC1C(=O)N1CCCC1 (configuration not stated)
  -8, -0.1, 1.0, 7
- CC12C(=O)N(c3ccc(C(=O)O)cc3)C(=O)C1C1c3ccccc3C2c2ccccc21 (configuration not stated)
  14, 0.1, -0.6, 2
- COc1ccc(NS(=O)(=O)c2ccc(-c3ccc(S(=O)(=O)Nc4ccc(OC)cc4OC)cc3)cc2)c(OC)c1
  -9, 0.1, -1.1, 11
- O=C(Cc1ccc(F)cc1)NCc1ccc(Cl)cc1
  5, 0.6, -0.7, 5
- CCOC(=O)c1cnn(Cc2ccc(Cl)cc2)c1C
  -9, 0.2, 0.1, 10
- CSc1nnc2c(n1)OC(c1ccc(C)cc1)Nc1ccccc1-2 (configuration not stated)
  7, -0.2, -0.3, 2
- CCOC(=O)Cn1c(=O)oc2cc(S(=O)(=O)Nc3ccc(F)cc3)ccc21
  5, -0.1, -1.7, 0
- Cc1nccn1-c1cc(NCCNC(=O)c2c[nH]c3ccccc23)ncn1
  2, 0.0, 1.4, -6
- CC1CC(=O)N(c2ccc(NCC3CCCO3)c([N+](=O)[O-])c2)C1=O (configuration not stated)
  0, 0.1, -0.3, 1
- Cc1cc(C(=O)CC#N)c(C)n1-c1ccccc1F
  -4, 0.3, 0.0, 14
- CCOC(=O)c1c(-c2ccc(C)cc2)csc1NC(=O)c1ccc2cc(OC)ccc2c1
  11, 0.1, 0.9, -22
- COC(=O)c1ccccc1NC(=O)CSc1nc(=O)cc(N)n1CCc1ccccc1
  1, 0.0, 0.3, 3
- CCc1ccc(NS(=O)(=O)c2ccc(Cl)cc2OC)cc1
  17, 0.1, -0.2, 3
- COc1cc(NC(=O)c2csc(Nc3ccc4ncccc4c3)n2)cc(OC)c1OC
  32, -0.1, -1.7, 11

Random excerpt: two entries already listed
Values run as follows: TEAD-YAP block, FBW7 activator, GPR151 activ, MITF inh
- COc1cc(NC(=O)c2csc(Nc3ccc4ncccc4c3)n2)cc(OC)c1OC
  32, -0.1, -1.7, 11
- Cc1cc(C(=O)CC#N)c(C)n1-c1ccccc1F
  -4, 0.3, 0.0, 14

Compounds as they come; overall some 3.5% were active at least once.
